Mtb RmlCD inh: inhibitors of Mycobacterium tuberculosis RmlC and RmlD coupled enzymes. inhibition, % at 3.6 µM. 160,000 tested, 0.03% active. P9WH09+P9WH11. AID 1533. RmlC+RmlD coupled enzyme assay, percent inhibition; primary screen in compound mixtures; in the data active = inhibition mostly above about 34%, no sharp cut-off; note: some results filed as inactive read as strong as hits
Target sequence (P9WH09 whole entry, looked up): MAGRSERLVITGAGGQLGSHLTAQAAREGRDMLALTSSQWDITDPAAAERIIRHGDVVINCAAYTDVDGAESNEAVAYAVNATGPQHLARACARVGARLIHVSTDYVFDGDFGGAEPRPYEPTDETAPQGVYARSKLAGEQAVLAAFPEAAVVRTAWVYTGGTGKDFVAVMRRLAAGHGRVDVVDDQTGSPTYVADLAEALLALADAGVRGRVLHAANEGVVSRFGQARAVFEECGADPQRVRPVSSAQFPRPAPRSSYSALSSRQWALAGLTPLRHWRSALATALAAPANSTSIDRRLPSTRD
Target sequence (P9WH11 whole entry, looked up): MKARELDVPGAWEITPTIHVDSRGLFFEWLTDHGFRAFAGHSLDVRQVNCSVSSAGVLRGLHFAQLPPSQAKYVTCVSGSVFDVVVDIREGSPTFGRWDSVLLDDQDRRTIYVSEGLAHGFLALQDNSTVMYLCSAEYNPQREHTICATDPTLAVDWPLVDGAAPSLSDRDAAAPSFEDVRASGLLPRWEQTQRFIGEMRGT
M. tuberculosis GlmU: inhibition of mycobacterial GlmU enzyme – biochemical, glucosamine-1-phosphate acetyltransferase (AID 1376); M. tuberculosis GlmU acetyltransferase enzyme assay; higher % means a stronger effect; one-dose inhibition, %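 (tested at 30 µM in the primary screen)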; IC50 in µM for titrated hits; 220,000 tested, 0.25% active; in the data active = inhibition above about 13%;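 note: 0% = complete reaction with vehicle and 100% = reaction without substrate; strong numbers were not always called active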
Starred values were filed as active, the others as inactive; / = not tested or not shown. This is a subset; count on the stated rates, not on these rows.

SMILES,Mtb RmlCD inh,M. tuberculosis GlmU
Cc1ccc2[nH]c(=O)c(CN(CCCO)S(=O)(=O)c3c(C)ccc4nsnc34)cc2c1,8,6.2%
CC1=NN(C(=O)c2ccc(Cn3nc(C)c([N+](=O)[O-])c3C)cc2)C(O)(C(F)(F)F)C1 (stereo not given),-10,5.5%
Cn1c(SCC(=O)Nc2sc3c(c2C#N)CCC3)nnc1C1COc2ccccc2O1 (stereo not given),4,3.1%
Cc1cc(CNC(=O)COc2c(F)c(F)cc(F)c2F)c2ccccc2n1,3,-5.9%
CC(=O)N1CCc2ccc(C(=O)CN3CCN(c4cccc(C)c4C)CC3)cc21,-2,-6.3%
Cc1ccc(NC(=O)OCc2ccccc2S(C)=O)cc1 (stereo not given),1,-0.3%
Cc1cccc(C)c1-n1c(C)cc(/C=C2\C(=O)NN(c3ccccc3)C2=O)c1C,3,-5.2%
S=C(NCCC1=CCCCC1)Nc1ccccc1,3,-0.2%
COCCNC(=O)c1ccc(CN2CCOCC2)cc1,/,-2.9%
O=C(NC1CCCCC1)Oc1cc2oc(=O)sc2cc1Cl,5,-0.5%
N#C/C(=C/c1ccc(CNC(=O)C(=O)Nc2cc(Cl)cc(Cl)c2)o1)C(=O)NCc1cccnc1,1,5.2%
CCC(CC)C(=O)Nc1cccc(C(=O)Nc2nnc(C)s2)c1,-9,2.1%
CCn1c(SCC(=O)N(C)c2c(N)n(Cc3ccccc3)c(=O)[nH]c2=O)nc2ccccc21,/,-6.4%
CCCN(CCO)Cc1ccc(Br)cc1,0,2.1%
CC(=O)c1ccc(NC(=O)COC(=O)CCN2C(=O)c3cccc([N+](=O)[O-])c3C2=O)cc1,-11,3.8%
C=CCNc1cnn(-c2ccc(C)cc2)c(=O)c1Cl,44,3.8%
CCn1c(=S)[nH]c2sc3c(c2c1=O)CCCCC3,/,1.8%
CCOC(=O)Cc1nnc(NC(=O)COc2ccc(OC)cc2)s1,/,-2.1%
CCOc1ccc(S(=O)(=O)Nc2cccc(C)c2)c2cccnc12,71,0.4%
O=C(NCc1ccco1)c1cc2c(s1)CCCCC2,-5,3.7%
O=C(CSc1nnc(-c2ccco2)n1Cc1ccco1)Nc1ccccc1,0,0.1%
O=C(Nc1nccs1)c1cccc(NC(=O)c2ccco2)c1,/,0.6%
COc1ccccc1-n1cnnc1SCC(=O)Nc1cc(C(C)(C)C)nn1-c1ccccc1,0,-2.3%
Cc1cc(C(=O)NNC(=O)c2cccc(C(F)(F)F)c2)no1,3,0.6%
CN1CCN(C(=O)COc2ccc(C(C)(C)C)cc2Br)CC1,6,-2.8%
O=C1Nc2ccc(S(=O)(=O)N3CCCC3)c3cccc1c23,-7,-3.4%
COCCNC(=S)NN=C1CCCCC1,/,-3.4%
COc1ccc(-c2nc(CSCC(=O)N3CCC(C(N)=O)CC3)c(C)o2)cc1OC,7,-2.3%
O=C(NNC(=S)Nc1ccccc1Cl)c1ccncc1,7,2.2%
CCCC(c1nnnn1CS(=O)(=O)c1ccc(C)cc1)N1CCN(c2ccc(F)cc2)CC1 (stereo not given),16,1.8%

Among those listed so far, these contain a Cl atom.
SMILES,Mtb RmlCD inh,M. tuberculosis GlmU
O=C(NC1CCCCC1)Oc1cc2oc(=O)sc2cc1Cl,5,-0.5%
N#C/C(=C/c1ccc(CNC(=O)C(=O)Nc2cc(Cl)cc(Cl)c2)o1)C(=O)NCc1cccnc1,1,5.2%
C=CCNc1cnn(-c2ccc(C)cc2)c(=O)c1Cl,44,3.8%
O=C(NNC(=S)Nc1ccccc1Cl)c1ccncc1,7,2.2%

(cont.)
SMILES,Mtb RmlCD inh,M. tuberculosis GlmU
Cc1ncc(CCl)c2c1OC(C)(C)OC2,/,-4.8%
N#CC1CCN(c2ncccc2[N+](=O)[O-])CC1,19,3.0%
CCOC(=O)c1c(NC(=O)/C=C/C(=O)O)sc(C)c1-c1ccc(F)cc1,/,-4.5%
CCCNc1cc(=S)nc(N)[nH]1,11,/
O=S(=O)(N/N=C1/CCCc2ccccc21)c1ccc(Br)cc1,/,0.6%
CCOC(=O)C(=Nc1ccc(Cl)cc1)NO,/,6.7%
CCn1c(SCC(=O)NCCc2ccccc2)nc2sc3c(c2c1=O)CCN(C)C3,5,-5.5%
CCOc1ccc(N2C(=O)/C(=C/c3ccccc3OCC(=O)OC)N(CC(=O)OC)C2=S)cc1,/,-3.9%
CCN(CC)CCNC(=O)C1c2ccccc2C(=O)N(C)C1c1cn(C)c2ccccc12 (stereo not given),12,-0.3%
O=C(NCC1CCS(=O)(=O)C1)Oc1ccccc1 (stereo not given),21,9.4%
COc1cc(C(=O)Oc2ccccc2/C=N/NC(=O)c2ccc(Cl)cc2Cl)cc(OC)c1OC,/,2.9%
Cc1ccc2cc(CN(CCN(C)C)C(=O)Nc3ccc(Cl)cc3)c(=O)[nH]c2c1,1,-8.6%
CC(=O)c1ccc(OCC(=O)Nc2ccc3c(c2)CCC3)cc1,5,2.8%
O=c1c2ccccc2nc2n1CCS2,-1,4.4%
Cn1nc(-c2ccc(Cl)cc2)cc1NC(=O)CCCC(=O)O,-29,-0.4%
CCNC(=S)NNC(=O)c1cc(-c2ccc(OCC)cc2)nc2ccccc12,/,1.1%
O=C(O)CCc1ccc(-c2ccccc2)n1Cc1ccco1,10,-6.3%
O=C(CCc1ccccc1)N1CCN(c2ccccn2)CC1,-13,-0.9%
CC(=O)C1=C(O)C(=O)N(C)C1c1ccccc1[N+](=O)[O-] (stereo not given),/,-0.7%
O=C(NCC1CCCO1)c1onc(CSc2cccc3ccccc23)c1C(=O)O (stereo not given),/,0.0%
O=C(C[n+]1ccc(C(=O)c2ccccc2)cc1)Nc1ccc(C(F)(F)F)cc1,7,-9.3%
CC(=O)c1sc(NC(=O)c2ccc(F)c(F)c2)nc1C,-4,0.5%
O=C(C[N+]1(CC#Cc2ccccc2)CCOCC1)c1ccccc1,3,1.6%
COc1ccc(CN2CCC(CNC(=O)NC3CCCCC3)CC2)cc1,10,0.1%
CC1(C)CC(=O)C=C(N2CCOCC2)C1,-1,1.6%
Cc1cc2cc3c(cc2nc1SCC(=O)O)CCC3,0,-3.3%
Cc1ccc(C2=Nc3ccccc3SC(c3cccc([N+](=O)[O-])c3)C2)cc1 (stereo not given),1,6.1%
CC(=O)SCCC(=O)N1C(C)CCCC1C(=O)O (stereo not given),3,-1.1%
Cc1ccc(Cl)cc1N1CCN(CC(=O)NC2CCCc3ccccc32)CC1 (stereo not given),/,-0.3%
COCCSc1nnc(NC(=O)c2ccc(NC(C)=O)cc2)s1,-7,1.5%

Record cards, from the list above. Order of screens: Mtb RmlCD inh	M. tuberculosis GlmU
COCCSc1nnc(NC(=O)c2ccc(NC(C)=O)cc2)s1 reads -7	1.5%
CC1(C)CC(=O)C=C(N2CCOCC2)C1 reads -1	1.6%
COc1ccc(CN2CCC(CNC(=O)NC3CCCCC3)CC2)cc1 reads 10	0.1%
O=C(C[n+]1ccc(C(=O)c2ccccc2)cc1)Nc1ccc(C(F)(F)F)cc1 reads 7	-9.3%

The list goes on.
SMILES,Mtb RmlCD inh,M. tuberculosis GlmU
O=C(NCc1cccnc1)Nc1ccccc1,-19,-1.6%
C=CC(C)n1c(Br)nc2c1c(=O)[nH]c(=O)n2C (stereo not given),/,4.9%
CCN1C(=O)/C(=C\N2CCCc3ccccc32)SC1=S,/,1.2%
COc1ccc(CCN(CC(=O)NC2CCCC2)C(=O)CCC(=O)Nc2cc(C)on2)cc1OC,-6,/
Cc1ccc(CCNC(=O)C2CCCN(c3nc4ccccc4o3)C2)cc1 (stereo not given),7,-1.4%
COc1ccc(-c2nnc3sc(CN4C(=O)c5ccccc5C4=O)nn23)cc1,/,1.2%
Cc1ccc(/C=N\NC(=O)COc2ccc(C)cc2[N+](=O)[O-])cc1,2,-1.7%
COc1ccc(CN(C(=O)Cc2c[nH]c3ccccc23)C(C(=O)NC2CCCCC2)c2ccc(C)o2)cc1 (stereo not given),-2,1.5%
Cc1ccc(/C=N/NC(=O)CSc2nc3ccccc3n2Cc2ccc(Cl)cc2)o1,2,-4.7%
CSc1ccccc1NC(=O)c1cc(-c2cccnc2)nc2ccc(Br)cc12,-13,-5.2%
Cc1cc2cc(CNC(=O)Nc3ccccc3)ccc2[nH]1,3,-0.5%
CC(=O)Nc1ccc(N2C(=O)CCC2=O)cc1C,/,1.6%
COc1ccc(CNC(=O)COc2ccc(C(=O)c3ccc(F)cc3)cc2)cc1,5,2.8%
N=c1n(CCN2CCOCC2)c2ccccc2n1CC(O)COc1ccccc1 (stereo not given),-7,-0.8%
COc1ccc(S(=O)(=O)N2C(=O)/C(=C3\SC(N)=NC3=O)c3ccccc32)cc1,-8,3.2%
O=C(COc1ccc([N+](=O)[O-])cc1Cl)Nn1cnnc1,13,-4.0%
COC(=O)c1sccc1NC(=O)C1C2C=CC(C2)C1C(=O)O (stereo not given),/,0.2%
Cc1ccc(NC(=O)CSc2nnc(CSc3nc(C)cc(C)n3)n2Cc2ccco2)c(C)c1,/,2.1%
COc1cc2cc(/C=C/C(=O)c3ccco3)c(Cl)nc2cc1OC,8,2.8%
CC(=O)OCc1c(C(F)(F)F)nn(C)c1SCc1ccc(Cl)cc1,10,-4.8%
COc1ccccc1OCC(=O)/C=C1/N(C)c2ccccc2C1(C)C,-16,-1.0%
COc1cccc(C(=O)c2c[nH]c(C(=O)NCCCN(C)C)c2)c1,13,1.3%
Clc1ccc(N=c2ssnc2Cl)cc1,/,20%*
O=C(COC(=O)Cc1cccs1)Nc1ccc(F)c(F)c1F,9,2.0%
NC(=O)c1nsc(C(=O)N(c2ccc(Cl)cc2)C(C(=O)NCC2CCCO2)c2cccs2)c1N (stereo not given),-4,-2.5%
O=S(=O)(NC1=NCCC1)c1cccs1,2,-1.6%
CN1CCN(c2ccccc2NC(=O)c2cccc(OCc3ccccc3)c2)CC1,5,2.4%
CCOC(=O)c1cc(-c2ccccc2)sc1NC(=O)COC(=O)c1ccc(Cl)c(S(N)(=O)=O)c1,/,-4.6%
C/C(=C\c1ccccc1)C(=O)N1CCN(c2cccc(C(F)(F)F)c2)CC1,5,0.3%
CCC(C)C(NS(=O)(=O)c1ccc(C)cc1)C(=O)Oc1ccc2c3c(c(=O)oc2c1)CCC3 (stereo not given),/,-5.0%
CC(=O)c1ccc(C(C)(C)c2ccc(C(C)=O)s2)s1,/,7.4%
CCCc1cc2c(cc1NC(=O)c1ccco1)OCO2,-8,8.7%
CCCN=CC1=C(O)CC(c2ccccc2)CC1=O (stereo not given),/,-0.2%
CN(C)c1ccc(C(CN)c2c[nH]c3ccccc23)cc1 (stereo not given),9,0.7%
Cc1cc(C)n(-c2cccc(F)n2)n1,19,0.7%
Cn1c(CCN2CCN(c3ccccc3)CC2)nc2cc(NC(=O)c3ccco3)ccc21,5,/
CCN(CC)S(=O)(=O)c1cc(Br)ccc1OC,14,-3.5%
COc1ccc(/C=N/Nc2nccnc2Cl)c(OC)c1,5,-1.5%
Cc1nc(NC(=O)c2ccccc2)sc1-c1csc(Nc2cccc(F)c2)n1,2,-1.4%
CCC(C)C(NC(=O)C1CCC(C)CC1)C(=O)NC1CCN(Cc2ccccc2)CC1 (stereo not given),/,-8.7%
CCCCC(=O)NC(NC(=S)N1CCCCCC1)C(Cl)(Cl)Cl (stereo not given),64,6.4%
COc1ccccc1C(=O)Nc1c(C)cc(Br)cc1C,/,-0.9%
Cc1ccc2c(Cl)cc(Cl)c(OCC(=O)NCCc3ccccn3)c2n1,4,5.1%
CCCNC(=O)NC(=O)CSc1nnc(C)n1N,/,4.5%
O=C(CSc1nccc(=O)[nH]1)NCc1ccco1,4,4.1%
O=[N+]([O-])c1c(NCCO)cc(N2CCCCC2)c2nonc12,-8,2.5%
Cc1cccc(N(C)C(=S)Oc2ccc3ccccc3c2)c1,/,-4.0%
CC(=O)NC1C(=O)N=C(SCC(=O)Nc2cccc(Cl)c2)NC1=O (stereo not given),5,0.2%
CN1C(=O)C(O)(CC(=O)c2ccccn2)c2cc(Br)ccc21 (stereo not given),4,-2.3%
CCc1c(C)c(C#N)c2[nH]c3ccccc3n2c1=S,3,16%

Continuation:
SMILES,Mtb RmlCD inh,M. tuberculosis GlmU
CSc1ncc(/C=C2/C(=O)NC(=O)N(c3ccc(C)cc3)C2=O)cn1,-11,-5.8%
CC(C)C1N=C2c3ccccc3N=C(SCC(=O)c3ccc(O)c(O)c3)N2C1=O (stereo not given),/,8.5%
CN(C)S(=O)(=O)c1cccc(NC(=O)c2cc3c(cc2Cl)N2CCCCCC2=NS3(=O)=O)c1,10,-3.6%
O=C1c2ccc([N+](=O)[O-])cc2C(=O)N1CNc1ccccn1,8,-0.2%
O=C(Nc1ccc(NC(=O)C2CCCCC2)nc1)c1cccs1,-10,-3.8%
N#Cc1cc2cc3c(cc2nc1SCC(=O)OC1CCCCC1)OCO3,-8,0.8%
CN(C(=O)COc1cc(C(F)(F)F)nn1C)c1ccccc1,5,-4.7%
Cn1nccc1NC(=O)Nc1ccc(Cl)cc1,8,-4.8%
O=C(CSc1nnnn1-c1ccccc1)N1CCc2ccccc21,12,0.8%

Screening data: PubChem, several laboratories
